Assay outcomes as filed in PubChem.
ARFGAP1 inh – inhibitors of rat ARFGAP1 GAP activity, primary screen, biochemical, fluorescence polarization, GDP tracer. 360,000 tested, 0.26% active. ADP-ribosylation factor GTPase-activating protein 1 (Rattus norvegicus), Q62848. Arfgap1-stimulated ARF1 GTP hydrolysis, GDP FP detection. AID 651572, 2012. inhibition, % at 16.5 µM;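 active = inhibition above a per-plate limit, mean inhibition of low control wells plus 3 SD, cut at about 25% in these data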;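 note: 0% = DMSO wells with enzyme and 100% = wells lacking Arfgap1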
Target sequence (Q62848 1-136 limits assumed): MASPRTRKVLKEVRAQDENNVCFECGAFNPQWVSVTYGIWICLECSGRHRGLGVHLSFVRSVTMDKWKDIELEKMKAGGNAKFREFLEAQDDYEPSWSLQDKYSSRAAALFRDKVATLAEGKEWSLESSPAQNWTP
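Assay system: purified rat His6-Arfgap1 residues 1-136 (GAP domain); Reagent: human Δ17 ARF1 bound to GTP; Dosing: 16.5 µM single point, 1.26% DMSO; Times: GTP hydrolysis reaction 2 h at 25 °C; Signal: FP, GDP Alexa 633 tracer displaced from anti-GDP antibody, 620/688 nm; Measure: % inhibition from polarization.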
SIAE primary – human SIAE inhibitors, primary screen, biochemical, fluorescence polarization, FP-Rh probe, 1536-well HTS; SIAE FP-Rh probe binding; AID 1053197, 2014; 370,000 tested, 0.69% active; inhibition, % at 9.66 µM;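 active = inhibition above a cutoff: mean of compounds within the control limits plus 3 SD of those, cut at about 17% in these data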;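 note: 0% = plate median of compound wells and 100% = probe without SIAE protein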
PLC-gamma1 inh – PLC-gamma1 enzyme inhibitors, primary screen, biochemical, fluorescence, purified enzyme | inhibition, % at 12.2 µM | fluorogenic substrate | 370,000 tested, 0.84% active | 1-phosphatidylinositol 4,5-bisphosphate phosphodiesterase gamma-1 (Homo sapiens), P19174; in the data active = inhibition above about 9.5%
TDP2 inh – human TDP2 enzyme inhibitors, primary screen, biochemical, epi absorbance, recombinant enzyme; Tyrosyl-DNA phosphodiesterase 2 (Homo sapiens), O95551; T5PNP hydrolysis, p-nitrophenol absorbance 415 nm; inhibition, % at 12.8 µM; 370,000 tested, 0.34% active;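 active = inhibition above the mean of all tested compounds plus 3 SD, set per campaign, cut at about 25% in these data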;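 note: 0% = DMSO with enzyme and 100% = buffer with substrate but no TDP2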
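Assay system: Recombinant human TDP2 | Quantity: 120 nM TDP2 per well | Incubation: 2 h at 37 °C | Signal: Epi absorbance | Evaluation: Percent inhibition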
PLC-beta3 inh – human PLC-beta3 inhibitors, primary screen, biochemical, fluorescence; inhibition, % at 12.2 µM; 1-phosphatidylinositol 4,5-bisphosphate phosphodiesterase beta-3 (Homo sapiens), Q01970; Purified PLC-beta3, fluorogenic substrate; 370,000 tested, 0.18% active; in the data active = inhibition above about 11%;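 note: 0% = median of compound wells on plate and 100% = full blocker control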
ADAM17 inh – ADAM17 inhibitors, primary screen, biochemical, QFRET. Disintegrin and metalloproteinase domain-containing protein 17 (Homo sapiens), P78536. inhibition, % at 6.95 µM. recombinant ADAM17, EDANS/DABCYL FRET peptide cleavage. 370,000 tested, 0.83% active;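 active = inhibition above the mean of compounds lying between control limits plus 3 SD, set per campaign, cut at about 8.5% in these data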;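 note: 0% = DMSO-only wells as the low control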
Tn7 DDE FP – inhibitors of Tn7 peptide binding to fibrin DD(E), primary screen, biochemical, fluorescence polarization, human fibrin, Tn7 probe | Fibrinogen beta chain (Homo sapiens), P02675 | FP displacement of FITC-Tn7 peptide from fibrin DD(E); 0% = median of compound wells per plate | inhibition, % at 8.3 µM | 370,000 tested, 0.13% active | AID 720508, 2013;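 active = inhibition above the mean of compounds falling within the control limits plus 3 SD of them, cut at about 14% in these data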;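 note: 0% = plate median of compound wells and 100% = 10 µM Aha-Tn7 peptide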
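Assay system: Human fibrin DD(E) protein | Medium: Tris buffer with calcium and detergent, pH 7.8 | Reagent: 0.1 µM fluorescent Tn7 | Compound dosing: Single point at 8.3 µM | Times: 10 min preincubation, 3 h with tracer, room temperature | Detection: Fluorescence polarization of the labelled Tn7 tracer | Controls: Aha-Tn7 high control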
ADAM10 inh – human ADAM10 inhibitors, primary screen, biochemical, QFRET, HTS; Disintegrin and metalloproteinase domain-containing protein 10 (Homo sapiens), O14672; recombinant ADAM10, EDANS/DABCYL FRET peptide cleavage, 3 h; AID 720582, 2013; inhibition, % at 7 µM; 370,000 tested, 0.62% active;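 active = inhibition above a per-campaign cutoff equal to the mean of compounds falling between control-based bounds plus 3 SD, cut at about 20% in these data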;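 note: 0% = DMSO wells while the 100% control is not disclosed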
Target sequence (O14672 214-748 limits assumed): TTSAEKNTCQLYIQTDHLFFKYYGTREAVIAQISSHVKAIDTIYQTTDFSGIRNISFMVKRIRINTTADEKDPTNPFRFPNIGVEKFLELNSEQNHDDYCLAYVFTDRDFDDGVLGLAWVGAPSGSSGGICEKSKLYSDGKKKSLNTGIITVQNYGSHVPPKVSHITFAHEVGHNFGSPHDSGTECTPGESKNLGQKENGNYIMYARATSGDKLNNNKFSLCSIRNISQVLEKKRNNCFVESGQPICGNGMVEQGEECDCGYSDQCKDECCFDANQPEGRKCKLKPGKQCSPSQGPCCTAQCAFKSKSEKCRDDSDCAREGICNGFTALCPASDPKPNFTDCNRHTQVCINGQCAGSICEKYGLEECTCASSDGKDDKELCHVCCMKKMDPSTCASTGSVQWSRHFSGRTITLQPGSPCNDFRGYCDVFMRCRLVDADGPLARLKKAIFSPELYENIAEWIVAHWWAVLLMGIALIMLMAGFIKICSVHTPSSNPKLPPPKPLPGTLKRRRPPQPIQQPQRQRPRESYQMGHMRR
Tn6 DDE FP – inhibitors of Tn6 peptide binding to fibrin DD(E), primary screen, biochemical, fluorescence polarization, human fibrin, Tn6 probe; Fibrin DD(E) TRITC-Tn6 fluorescence polarization displacement; AID 720509, 2013; inhibition, % at 8.3 µM; Fibrinogen beta chain (Homo sapiens), P02675; 370,000 tested, 0.21% active;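 active = inhibition above a per-campaign cutoff: mean of compounds within control limits plus 3 SD, cut at about 15% in these data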;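 note: 0% = median of all compound wells on the plate and 100% = blocking peptide control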
ASAP1 inh – inhibitors of human ASAP1 ArfGAP activity, primary screen, biochemical, fluorescence polarization | Arf-GAP with SH3 domain, ANK repeat and PH domain-containing protein 1 (Homo sapiens), … | inhibition, % at 16.5 µM | 360,000 tested, 0.19% active | ASAP1-stimulated ARF1 GTP hydrolysis, GDP FP detection; in the data active = inhibition above about 25%;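 note: 0% = vehicle with enzyme and substrate and 100% = no enzyme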
An asterisk follows results filed as active.

Structure	ARFGAP1 inh	SIAE primary	PLC-gamma1 inh	TDP2 inh	PLC-beta3 inh	ADAM17 inh	Tn7 DDE FP	ADAM10 inh	Tn6 DDE FP	ASAP1 inh
Cc1cc(C)c(S(=O)(=O)N(C)CC(=O)N2CCCCC2)c(C)c1	5	-4	1	4	5	3	7	6	1	2
O=C(CCN1C(=O)c2ccccc2S1(=O)=O)Nc1ccccc1F	0	-1	0	10	1	-4	-7	5	8	2
O[C@@H](Cc1ccccc1)[C@@H](/C=C/c1ccccc1)N(Cc1ccccc1)Cc1ccccc1	0	0	-2	7	-2	-3	-2	-1	1	7
Cc1ccccc1CSCC(=O)N1CCN(c2ccccc2)CC1	5	-2	4	-3	5	0	-2	13	8	7
CN1C/C(=C/c2cccs2)C(=O)/C(=C\c2cccs2)C1	2	5	-14	-6	-20	3	5	4	5	4
CCN(CC)CCn1c2c(c(SCC(=O)Nc3ccc(C(C)C)cc3)nc1=O)CCCC2	5	0	-2	-11	-8	3	1	-14	-12	5
CCOC(=O)c1ccc(-c2ccc3c(=O)c4ccccc4n(C)c3c2)cc1F	26*	-28	-49	-3	-92	-12	2	-64	-5	-12
COc1cccc(NC(=O)CCN2CCOCC2)c1	8	-3	0	3	-2	-3	2	-8	6	-1
CCCC(=O)n1nc(-c2ccc(Cl)cc2)nc1SC	4	1	0	9	1	-5	1	-11	-1	5
COc1ccc(CCNc2nc(-c3cccnc3)nc3ccccc23)cc1OC	1	-5	-5	-1	-9	3	0	7	-3	3
CCOC(=O)COc1ccc(S(=O)(=O)NCc2ccco2)cc1	-6	-2	-6	-6	-4	-4	6	1	-1	2
CCOC(=O)Nc1cccc(NC(=O)c2cc(OC)cc(OC)c2)c1	-4	-3	-1	-10	6	5	-1	9	-3	0

Other results
Structure	ARFGAP1 inh	SIAE primary	PLC-gamma1 inh	TDP2 inh	PLC-beta3 inh	ADAM17 inh	Tn7 DDE FP	ADAM10 inh	Tn6 DDE FP	ASAP1 inh
Cc1cc(Cl)c2oc(C(=O)NCCN3CCCCC3CO)c(C)c2c1 (stereo not drawn)	2	3	0	-8	-10	1	2	-2	2	7
CCCc1cc(C(=O)Cc2nc3ccccc3s2)c(O)cc1O	-10	-3	-263	-2	-281	-167	5	-472	-2	-4
COc1cccc(C(=O)NC(=S)N2c3ccccc3CC2C)c1OC (stereo not drawn)	2	4	1	2	-5	-2	-3	1	-4	-5
CCOC(=O)N1CCN(C(=O)CCn2c(=S)[nH]c3ccsc3c2=O)CC1	-5	-4	4	-6	4	-7	3	0	-2	5
CCOC(=O)N1CCN(Cc2nc3c(c(=O)n(C)c(=O)n3C)n2CCC(C)C)CC1	-19	8	3	14	1	-2	1	2	-3	-17
NC(CO)C(=O)NNCc1ccc(O)c(O)c1O (stereo not drawn)	15	13	-8	-5	-12	-5	6	-10	1	-2
CCCC(=O)Nc1ccccc1NC(=O)c1ccc(OC)cc1	6	-1	0	0	0	-1	0	-4	7	12
O=C(c1ccc2c(=O)n(C3CCCC3)c(=S)[nH]c2c1)N1CCCCCC1	-2	-5	1	3	-7	0	-3	-1	-10	-3
CCN1CCc2c(C#N)c(N3CCOCC3)nc(NCc3ccccc3)c2C1	5	4	-62	9	-84	-17	-5	-39	1	-2
C=C(C)Cn1c(SCCCO)nc2c1c(=O)[nH]c(=O)n2C	0	-2	-3	-9	4	-2	7	-6	0	6
Cc1cc(NC(=O)CCC(=O)N(c2ccccc2)C(C(=O)NC2CCCC2)c2ccccc2C)no1 (stereo not drawn)	2	-3	-1	11	-6	-2	7	5	-3	-4
CN(C)S(=O)(=O)c1ccc2nc(NC(=O)c3cccs3)sc2c1	-1	-22	-66	-10	-101	0	1	-10	-9	-2

Record cards, as listed above. Order of screens: ARFGAP1 inh, SIAE primary, PLC-gamma1 inh, TDP2 inh, PLC-beta3 inh, ADAM17 inh, Tn7 DDE FP, ADAM10 inh, Tn6 DDE FP, ASAP1 inh
CCOC(=O)N1CCN(C(=O)CCn2c(=S)[nH]c3ccsc3c2=O)CC1 is listed with -5, -4, 4, -6, 4, -7, 3, 0, -2, 5
CCCc1cc(C(=O)Cc2nc3ccccc3s2)c(O)cc1O is listed with -10, -3, -263, -2, -281, -167, 5, -472, -2, -4
NC(CO)C(=O)NNCc1ccc(O)c(O)c1O (stereo not drawn) is listed with 15, 13, -8, -5, -12, -5, 6, -10, 1, -2

More records follow:
Structure	ARFGAP1 inh	SIAE primary	PLC-gamma1 inh	TDP2 inh	PLC-beta3 inh	ADAM17 inh	Tn7 DDE FP	ADAM10 inh	Tn6 DDE FP	ASAP1 inh
O=C(COC(=O)CSc1ccc(F)cc1)NCc1ccco1	-3	4	-2	1	-1	-4	7	-21	1	-13
COC(=O)c1cccc(N2C(=O)C3C4C=CC(CC4)C3C2=O)c1 (stereo not drawn)	8	-2	1	-16	-1	-2	-2	5	8	-3
Cn1cc(S(=O)(=O)NC(c2ccccc2)c2ccccc2)c(=O)n(C)c1=O	-12	-5	0	-9	-6	-5	-3	-9	3	-15
Cc1ccc(NS(=O)(=O)c2ccc(C(=O)NCCCN3CCOCC3)cc2)cc1	10	0	-3	-11	0	-2	-3	-6	2	2
Cc1occc1C(=O)N1CCCC(N2CCN(c3cccc(Cl)c3)CC2)C1 (stereo not drawn)	-3	0	2	11	-5	-2	4	8	-3	-1
CS(=O)(=O)N(CC(=O)Nc1ccc(S(=O)(=O)N2CCOCC2)cc1)c1ccccc1Br	4	-2	0	0	1	1	-6	6	0	5
O=C1NCCc2cc3c(cc21)OCO3	1	9	0	-7	2	-2	-1	-4	12	-1
COc1ccc2sc(-c3ccccc3OC)c(C#Cc3cncn3C)c2c1	8	-22	-52	7	-76	-26	-5	-86	1	2
COc1cc(C)c(S(=O)(=O)N2CCOCC2)cc1C	1	0	0	11	-1	-3	2	-3	0	-1
CCn1cc(CN2CCC(n3nccc3NC(=O)c3ccccc3C)CC2)c(C)n1	13	6	3	0	-4	-4	3	-6	4	0
COC(=O)c1ccc(NC(=O)CS(=O)(=O)Cc2ccccc2)cc1	10	5	0	-2	-2	-2	-3	-5	-6	-9
COc1cc(SC)ccc1C(=O)OCC(=O)NC1CCCC1	0	9	6	-6	-1	-1	-3	2	-2	-3

(list continues)
Structure	ARFGAP1 inh	SIAE primary	PLC-gamma1 inh	TDP2 inh	PLC-beta3 inh	ADAM17 inh	Tn7 DDE FP	ADAM10 inh	Tn6 DDE FP	ASAP1 inh
O=C(CSCc1c(Cl)cccc1Cl)Nc1ccc2c(c1)OCCO2	4	-1	0	0	2	2	3	2	-8	-10
O=C(NCc1ccccn1)C(=O)NCC1OCCN1S(=O)(=O)c1ccc([N+](=O)[O-])cc1 (stereo not drawn)	-12	-2	-1	8	-6	-1	4	-3	0	-8
COc1ccc(CNC(=O)N[C@@H](Cc2c[nH]c3ccccc23)C(=O)O)cc1	-8	3	0	17	3	-2	4	-2	2	-3
C/C(CC(=O)NC12CC3CC(CC(C3)C1)C2)=N\NC(=O)Cc1cccs1	4	4	2	2	-3	4	-2	-4	-2	-7
CCN(CC)c1ccc(NC(=O)c2cccc(C)c2OC)c(C)c1	-5	6	-9	1	-10	-1	-2	6	0	10
CCN(CCO)c1ncnc2c1sc1nc(CC(C)C)c3c(c12)CC(C)(C)OC3	-13	-7	-12	9	-14	-9	3	-22	-8	-5
CCCOc1ccc(C(F)(F)F)cc1NC(=O)C1CC(=O)N(Cc2ccco2)C1 (stereo not drawn)	0	0	1	-14	-6	3	2	0	0	-12
CC(=O)C1=C(C)NC(=O)NC1c1cccc(O)c1 (stereo not drawn)	6	-3	0	-4	1	0	-3	-4	-6	2
CC1(CCOCc2ccccc2)NC(=O)NC1=O (stereo not drawn)	2	2	2	-1	-3	-3	0	-13	-5	10
O=C(NCC1CCCO1)c1cccc(Oc2ccc([N+](=O)[O-])cc2)c1 (stereo not drawn)	1	-6	2	3	-3	3	0	1	-2	0
COc1cc(/C=C2\C(=N)N3N=CSC3=NC2=O)ccc1OS(=O)(=O)c1ccccc1	-7	7	-12	-1	-31	-31	-5	-135	-1	3
O=C(NNC(=S)NC(=O)c1ccccc1Cl)c1cccc([N+](=O)[O-])c1	5	0	1	-5	0	0	5	-6	-6	-2
CCc1ccc(-c2nc(CN3CCC(C(=O)N4CCN(c5ccccc5)CC4)CC3)c(C)o2)cc1	-1	-1	5	-5	0	3	-5	4	-5	19
